MPTP block: mitochondrial permeability transition pore inhibitors, primary screen, biochemical, isolated mouse mitochondria, absorbance | AID 602449, 2012 | inhibition, % at 10 µM | actives 1.4% (n = 360,000) | Ca2+ swelling absorbance, 30 min;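 active = inhibition of 50% or more, scaled per plate between neutral and stimulator controls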;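 also: 0% = DMSO wells given calcium and 100% = 1 mM EGTA wells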
A3G deaminase: APOBEC3G DNA deaminase inhibitors, primary screen, biochemical, fluorescence, single-stranded DNA substrate, uHTS. DNA dC->dU-editing enzyme APOBEC-3G (Homo sapiens), Q9HC16. recombinant A3G, ssDNA deamination FAM/TAMRA fluorescence. inhibition, % at 20 µM. actives 0.28% (n = 330,000). AID 493012, 2011;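 active = inhibition of at least 40% at 20 µM, with no more than 30% in the related APOBEC3A deaminase screen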;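 also: plate controls were DMSO wells with A3G for no effect and wells lacking A3G enzyme for full effect; some compounds called inactive have numbers as strong as hits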
Target sequence (Q9HC16 whole entry, looked up): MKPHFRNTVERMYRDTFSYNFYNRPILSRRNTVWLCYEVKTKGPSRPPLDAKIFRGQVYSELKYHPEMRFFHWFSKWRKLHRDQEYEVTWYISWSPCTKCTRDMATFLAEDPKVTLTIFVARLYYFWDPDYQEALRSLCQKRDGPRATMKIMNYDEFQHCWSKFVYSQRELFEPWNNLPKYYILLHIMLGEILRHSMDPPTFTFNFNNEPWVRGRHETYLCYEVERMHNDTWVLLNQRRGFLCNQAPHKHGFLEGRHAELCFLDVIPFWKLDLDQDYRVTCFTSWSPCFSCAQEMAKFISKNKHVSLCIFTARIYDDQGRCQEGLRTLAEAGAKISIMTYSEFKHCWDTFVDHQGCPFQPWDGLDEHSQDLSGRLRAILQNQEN
mIAP block: inhibitors of mouse IAP, primary screen, biochemical, luminescence, uHTS; inhibition, % at 10 µM; intestinal alkaline phosphatase [Mus musculus]; purified mouse IAP, CDP-Star luminescence, 30 min; actives 0.2% (n = 330,000);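 active = inhibition of at least 40% at 10 µM in the primary screen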;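 also: plate controls were DMSO with enzyme for no effect and no enzyme wells for full effect; values of inactives mirror those of a sister screen read the other way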
hIAP block: human IAP inhibitors, primary screen, biochemical, luminescence, uHTS; Intestinal-type alkaline phosphatase (Homo sapiens), P09923; purified IAP, CDP-Star luminescence, 30 min; inhibition, % at 10 µM; actives 0.12% (n = 330,000); AID 2544, 2010;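 active = inhibition reaching a set limit with compound at 10 µM in the primary screen, cut at about 35% in these data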;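 also: plate controls were DMSO wells with enzyme for no effect and no-enzyme buffer wells for full effect; values of inactives mirror those of a sister screen read the other way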
Target sequence (P09923 whole entry, looked up): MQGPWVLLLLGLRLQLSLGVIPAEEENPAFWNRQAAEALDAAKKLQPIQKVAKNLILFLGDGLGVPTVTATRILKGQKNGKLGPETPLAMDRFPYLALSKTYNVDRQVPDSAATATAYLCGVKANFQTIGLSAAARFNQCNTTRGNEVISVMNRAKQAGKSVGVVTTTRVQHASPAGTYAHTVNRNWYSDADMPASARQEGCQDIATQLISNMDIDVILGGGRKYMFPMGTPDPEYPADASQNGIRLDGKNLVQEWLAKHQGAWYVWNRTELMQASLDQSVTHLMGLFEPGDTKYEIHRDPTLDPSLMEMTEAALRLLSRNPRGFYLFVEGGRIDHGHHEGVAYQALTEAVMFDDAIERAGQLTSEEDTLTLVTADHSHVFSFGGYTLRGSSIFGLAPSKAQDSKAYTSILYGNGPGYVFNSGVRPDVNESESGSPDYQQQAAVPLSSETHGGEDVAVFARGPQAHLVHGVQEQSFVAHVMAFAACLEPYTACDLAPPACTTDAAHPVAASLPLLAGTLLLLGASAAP
beta cell repl: inducers of MIN6 beta-cell proliferation, primary screen, ATP luminescence, uHTS; proliferation, % at 10 µM; AID 2380, 2010; actives 0.29% (n = 330,000); MIN6 cells proliferation, ATPlite luminescence, 48 h; cells starved in 0.2% serum; 100% = growth in 10% serum;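 active = compounds whose signal lies at least 3.5 SD above the mean of all wells on their plate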;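 also: 0% = DMSO-treated cells in low-serum medium and 100% = 10% serum control; some compounds called inactive have numbers as strong as hits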
A3A deaminase: APOBEC3A ssDNA deaminase inhibitors, primary screen, selectivity assay for APOBEC3G inhibitor project, biochemical, FAM/TAMRA oligo cleavage fluorescence. recombinant A3A, FAM/TAMRA ssDNA deamination fluorescence. inhibition, % at 20 µM. actives 0.41% (n = 330,000);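 active = at least 40% inhibition at 20 µM here, with at most 30% in a related deaminase screen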;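 also: plate controls were A3A with DMSO for no effect and wells lacking A3A enzyme for full effect; some results filed as inactive read as strong as hits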
ATG4B inh: ATG4B protease inhibitors, primary screen, biochemical, fluorescence, uHTS; Cysteine protease ATG4B (Homo sapiens), Q9Y4P1; AID 504462, 2011; actives 0.51% (n = 340,000); inhibition, % at 8.33 µM; ATG4B cleavage of LC3-PLA2, NBD-HPC fluorescence, 1 h; in the data active = inhibition above about 40%
mIAP activ: activators of mouse IAP, primary screen, biochemical, luminescence, uHTS; intestinal alkaline phosphatase [Mus musculus]; muIAP, CDP-Star luminescence, 30 min; active compounds read high; 1 = vehicle-only enzyme signal, 0 = enzyme-free wells; activation factor at 10 µM; actives 0.24% (n = 330,000);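 active = activation factor of at least 2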; also: the source names both 10 and 20 µM as test concentration; values of inactives mirror those of a sister screen read the other way
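System: Mouse IAP enzyme | Also added: CDP-Star substrate | Dosing: Compounds dispensed in DMSO | Schedule: 30 min enzyme-substrate-compound incubation at room temperature | Technique: Chemiluminescence readout | Control set: DMSO-only wells and no-enzyme negative control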
hIAP act: human IAP activators, primary screen, biochemical, luminescence, uHTS. Intestinal-type alkaline phosphatase (Homo sapiens), P09923. purified human IAP, CDP-Star luminescence, 30 min; active compounds read high; 1 = vehicle-only enzyme, 0 = enzyme-free background. activation factor at 10 µM. actives 0.16% (n = 330,000);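 active = activation factor of the enzyme at least 2-fold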; also: the source names both 10 and 20 µM as test concentration; values of inactives mirror those of a sister screen read the other way
* = called active by the depositor.

molecule	hIAP act	mIAP activ	ATG4B inh	MPTP block	mIAP block	hIAP block	beta cell repl	A3G deaminase	A3A deaminase
N#C/C(=N/Nc1ccc(S(=O)(=O)N2CCOCC2)cc1)C(N)=O	0.96	1	2	-0.8	-2	4	0	0	-1
O=c1cc(-c2ccc(Cl)cc2)nc(N2CCN(c3ccccc3)CC2)[nH]1	1.2	1	-3	3.5	-1	-16	-2	0	0
CCOC(=O)c1cc(C#N)c(N2CCCC2)nc1-c1ccccc1	1.3	1.1	3	2.2	-6	-26	2	-4	0
CN1CCN(CCNC(=O)Nc2ccc(Cl)cc2)CC1	1	0.92	8	-0.6	8	-2	-1	-8	1
COc1ccc(OC)c(Nc2nc(N)nc(-c3cc4ccccc4o3)n2)c1	1.1	0.89	-8	0.3	11	-11	-4	-3	-2
CCOC(=O)C1CCCN(Cc2ccc(OCC)cc2)C1 (centres undefined)	1	0.98	3	0.7	2	0	-1	-6	0
CCn1c(N)nc2ccccc21	0.84	0.95	-15	-2.8	5	16	-4	-5	-4
Cc1ccccc1NC(=O)CNc1ccccc1C(=O)NCc1ccco1	0.85	1.1	-7	-2.8	-6	15	-2	-6	0
COc1cccc(NC(=O)Cn2c(=O)c3c(ncn3Cc3ccccc3)n(Cc3ccccc3)c2=O)c1	0.83	1.1	-10	-0.4	-11	17	-4	0	2
C/C(=N\NC(=O)Cc1ccc(Cl)c(Cl)c1)c1cccnc1	1.1	0.99	-9	-1.3	0	-8	2	-7	3
CC1C=CCC2C(=O)N(c3ccc(OC(=O)c4cccs4)cc3)C(=O)C12 (centres undefined)	0.98	0.96	4	0.1	4	2	-3	-2	5
Cc1nn(CSc2c(F)c(F)c(F)c(F)c2F)c(C)c1[N+](=O)[O-]	0.83	0.96	1	-0.6	4	16	-4	2	2
CC(CCc1ccccc1)NC(=O)CSc1nnnn1C (centres undefined)	1.2	0.96	-11	-0.7	4	-25	2	-6	-3
O=C(c1cccc(Cl)c1)N1CCC(=O)N(C(COCc2ccccc2)Cc2ccccc2)CC1 (centres undefined)	0.93	0.94	6	-0.7	6	7	-5	-9	-3
COc1cc(OC)cc(-c2oc3cccnc3c2C#CCCO)c1	0.93	0.94	-14	0.9	6	7	4	-4	-1
Cc1c(Cl)c(C(=O)N2CCCC2)nn1C	1	1	-3	0.8	-4	-4	-1	-6	-2
CCCCN(C)C(=O)C1CCN(C/C(C)=C/c2ccccc2)CC1	0.79	1.1	-3	-0.2	-9	21	-1	-1	3
C=CCn1c(CCc2ccccc2)nnc1SCC(=O)OC	1.1	1.1	4	-0.6	-5	-14	-2	-6	2
Cc1ccc(NC(=S)NCCN(C2CCCCC2)C2CCCC2)cc1	1.1	1.6	1	2.9	-59	-12	-5	0	0
COc1ccc(-n2c3c(cc(C(=O)NCC(=O)c4ccccc4)c2=O)C(=O)CC(C)(C)C3)cc1	1.3	1	10	-0.4	-1	-28	0	-4	1
O=C(COc1ccc(NC(=O)c2ccccc2[N+](=O)[O-])cc1)c1ccc(F)cc1	1	1	-5	-1.1	-1	-2	0	-7	-2
CC1(C)Cc2c(sc(NC(=O)c3ccc(S(=O)(=O)N4CCCC4)cc3)c2C#N)C(C)(C)N1	0.95	0.87	1	0.9	13	5	-2	-8	2
Cc1ccc(OCC(O)Cn2c(N3CCCCC3)nc3c2c(=O)[nH]c(=O)n3C)cc1 (centres undefined)	1	0.96	2	0.4	4	-3	-5	-1	7
COc1cccc(OCc2cc(C(=O)N3CCC(c4ccncc4)CC3)no2)c1	1.2	1	-12	80*	0	-24	-4	-7	-3
CN1CCN(S(=O)(=O)c2ccc3ccccc3c2)CC1	0.98	0.96	-6	-0.8	4	2	3	-4	0
CC(=O)n1cc(-c2ccncc2)c2ccccc21	1	1	-8	-1.2	-2	-3	-3	-5	0
Cc1cc(NC(=O)CSc2nc3c(sc4ccccc43)c(=O)n2CCCN2CCOCC2)n[nH]1	1.3	0.95	1	-1.0	4	-33	-1	-6	-4
Clc1ccc(Cl)c(OCCCCN2CCNCC2)c1	1.2	0.99	2	1.1	0	-16	-3	-4	3
CCCc1cc(CNC(=O)C2CCC(=O)N(Cc3ccccc3OC)C2)on1 (centres undefined)	0.98	1	-1	-2.8	-1	2	1	-7	-5
CCN(CC)c1ccc(C2=NNC(=O)CC2C)cc1[N+](=O)[O-] (centres undefined)	0.93	0.95	-7	0.1	5	7	4	-1	5
Cc1ccc(S(=O)(=O)N2CCOCC2)cc1NC(=O)COC(=O)c1ccc(Cl)s1	1.2	1.1	-11	-1.3	-10	-18	0	-5	-2
CS(=O)c1ccccc1-c1nc(-c2ccc(Cl)cc2)no1 (centres undefined)	0.93	0.95	8	1.0	5	7	2	-1	0
CCN(CC)c1cc(NCCO)c([N+](=O)[O-])c2nonc12	0.95	0.97	-2	-2.1	3	5	7	1	2
COc1ccc(-c2cc(C(=O)N3CCCc4ccccc43)no2)cc1	0.91	0.87	20	0.4	13	9	-3	-6	-4
Cc1cc(C(=O)COC(=O)COc2ccccc2C#N)c(C)n1CC1CCCO1 (centres undefined)	0.89	1	1	-1.5	0	11	-2	-4	-1
COc1ccc(S(=O)(=O)n2cccc2)cc1	1.2	1	-1	4.7	-2	-24	1	-6	-3
CC(=O)c1ccc(OCCCC(=O)N(CCC2=CCCCC2)c2c(N)n(Cc3ccccc3)c(=O)[nH]c2=O)cc1	1	0.93	-1	-1.2	7	0	3	-10	-2
CC(=O)c1cnc(Nc2cccc(C)c2)s1	1	1	0	-3.5	0	-4	-1	2	1
COCCCN(C(=O)Cc1csc(-c2cccc(Cl)c2)n1)c1c(N)n(Cc2ccccc2)c(=O)[nH]c1=O	1.1	1.1	-1	1.1	-8	-14	1	7	3
Cc1ccc(N(CC(N)=O)C2SC(=O)N(C)C2=O)cc1 (centres undefined)	0.35	0.91	-10	-1.2	9	65*	-3	-1	2
COCCOc1nc2c(c(=O)n(C)c(=O)n2C)n1Cc1cccc(OC)c1	0.99	0.97	-12	27	3	1	-3	12	-6
O=C(/C=C/c1ccco1)Nc1ccc(S(=O)(=O)N2CCOCC2)cc1	0.87	0.92	-11	-0.2	8	13	0	-3	0
Cn1cccc1C(C(=O)NC1CCCCC1)N(C(=O)Cc1cccs1)C1CC1 (centres undefined)	0.99	1.1	-3	-0.1	-6	1	0	-4	-4
Cc1cc(=O)oc2ccc(OC(=O)CC(C)C)cc12	1.1	0.89	5	-0.2	11	-6	-2	-7	-4
C/C(CC(=O)Nc1cccc(Cl)c1)=N\NC(=O)Cc1ccc(Cl)cc1	1.1	1.1	-14	1.7	-7	-10	-4	-6	-6
COc1ccccc1NC(=S)Nc1cccc(F)c1	1.1	1	-4	-1.8	0	-9	-5	-2	-3
CCN1CCN(C(=O)NC2CC(=O)N(c3ccc(OC)cc3)C2)CC1 (centres undefined)	1.1	1.1	26	-1.2	-7	-7	-1	-2	3
CCN(CC)S(=O)(=O)c1ccc(N2CCOCC2)c(NC(=O)Cc2cccc3ccccc23)c1	1.1	0.98	-6	2.7	2	-5	-3	-2	2
Cc1ccc(C(=O)c2cc(C)sc2NC(=O)CN2CCN(C(=O)c3ccco3)CC2)cc1	0.97	0.98	17	6.8	2	3	-5	0	-2
CCOC(=O)C1=C(C)NC(C)=C(C(=O)OCC)C1C(=O)OCC(=O)N(C)C	0.99	1	-9	0.6	0	1	1	-2	2
CCN1CC=C2C(C#N)=C(N)C(C#N)(C#N)C(CCc3ccccc3)C2C1 (centres undefined)	1	0.99	-13	2.6	1	-3	1	-5	-3
COc1ccc(C(=O)N2CCc3ccccc32)cc1	1	0.98	-16	-1.5	2	-1	1	-4	-3
CN(CC(=O)N1CCCCCC1)S(=O)(=O)c1ccccc1	1	1	1	0.4	-5	0	-2	-1	-4
CCOc1cc(S(=O)(=O)NCc2ccncc2)c(C)cc1C	1.1	0.94	-5	-1.0	6	-6	0	-4	-2
O=C(O)c1ccccc1NN=C1CCCCC1	1.3	1	1	-1.9	-3	-35	0	4	1
Cc1ccc(C(C)C)cc1OCC(=O)NCCCn1ccnc1	0.92	1	6	-0.5	-3	8	-1	-4	5
CCC(C)Sc1nc(O)cc(=O)[nH]1 (centres undefined)	0.92	0.89	4	-1.2	11	8	2	-3	1
Cc1ccc(CNC(=O)COC(=O)c2cc(C)oc2C)cc1	0.91	1.1	-12	-2.0	-13	9	-4	-5	-2
Cc1cc(C(=O)NC(C)c2ccc3c(c2)OCO3)cs1 (centres undefined)	1.2	0.98	-8	1.2	2	-22	-1	-7	-6
Cc1csc(NC(=O)C2C3C=CC(C3)C2C(=O)O)n1 (centres undefined)	0.93	1	0	-0.4	-4	7	-1	3	5

Complete entries, quoted from the list. Order of screens: hIAP act	mIAP activ	ATG4B inh	MPTP block	mIAP block	hIAP block	beta cell repl	A3G deaminase	A3A deaminase
Record of CC1C=CCC2C(=O)N(c3ccc(OC(=O)c4cccs4)cc3)C(=O)C12 (centres undefined) → 0.98	0.96	4	0.1	4	2	-3	-2	5
Record of Cc1cc(C(=O)COC(=O)COc2ccccc2C#N)c(C)n1CC1CCCO1 (centres undefined) → 0.89	1	1	-1.5	0	11	-2	-4	-1
Record of COc1ccc(-n2c3c(cc(C(=O)NCC(=O)c4ccccc4)c2=O)C(=O)CC(C)(C)C3)cc1 → 1.3	1	10	-0.4	-1	-28	0	-4	1

Next entries follow:
molecule	hIAP act	mIAP activ	ATG4B inh	MPTP block	mIAP block	hIAP block	beta cell repl	A3G deaminase	A3A deaminase
CC(C)C[C@H](N)c1nnc(SCc2ccc(Cl)cc2)o1	0.92	1.1	0	-1.1	-7	8	0	-4	3
c1ccc(-c2csc(Nc3ccccn3)n2)cc1	1	0.87	5	2.1	13	-4	-4	-3	-2
Cc1ccc(CN(C(=O)Cn2nnc3ccccc32)C(C(=O)NCc2ccco2)c2cccs2)cc1 (centres undefined)	0.91	1.5	-3	4.3	-49	9	-2	7	-5
N/C(CCN1CCOCC1)=N/O	0.97	1	1	1.0	-3	3	2	-10	-3
Cc1[nH]c2ccc(C(=O)OC(C)C(=O)N(C)C3CCCCC3)cc2c1C (centres undefined)	1	1	2	0.0	-3	-3	0	-7	-4
CSCc1c(C(=O)NCCc2ccccn2)oc2ccccc12	1.1	0.94	5	0.0	6	-6	0	-4	1
O=C(c1cc2ccccc2o1)N1CCN=C1SCc1cccnc1	1	0.97	-7	0.6	3	-2	0	0	-2
Cc1ccc(-n2c(SCC(=O)N3CC(=O)Nc4ccccc43)nc3ccccc3c2=O)cc1C	1	1	5	0.9	-1	-1	-5	-4	-2
CC(=O)Nc1ccc(S(=O)(=O)NCC(=O)OCc2cc(=O)oc3ccc4ccccc4c23)cc1	0.78	1	-8	-1.6	0	22	0	-4	-1

Screening results from PubChem.
